# KB-V1 cytotox = qHTS assay for MDR1-selective chemotherapeutics: Primary screen using the drug-selected MDR subline cells KB-V1. 400,000 tested, 3.4% active. AID 1347076, 2019. KB-V1 MDR cells viability, CellTiter-Glo, 72 h. Potency, µM (titrated, usually from 46.1 µM), without a hit: at the highest dose activity change, negative = cytotoxicity, hits mostly cytotoxic; note: % is set by controls: 0 for no effect and ±100 for the full control effect; nearly all actives have a fitted effect of over 60% in size
#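 Cells of the MDR subline KB-V1 are plated, dosed with compound at multiple concentrations, and incubated 72 h at 37 degrees C; CellTiter-Glo is then added and luminescence read after 10 min.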
# TDP-43 yeast inh = qHTS of TDP-43 Inhibitors; AID 652104, 2013; Potency, µM (highest dose often 46.1 µM), without a hit: at the highest dose growth rescue (activation), hits mostly activators; TDP-43 expressing yeast growth rescue, BacTiter-Glo, 24 h; 410,000 tested, 1.8% active; note: % of control where 0% means no effect; nearly all actives have a fitted effect of over 50% in size
#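 In this qHTS, compounds that restore growth of yeast expressing TDP-43 appear as activators. Cells (OD600=0.02, galactose medium, raffinose-pregrown) are incubated with compound 24 hr at 30 deg C and growth is quantified by BacTiter-Glo.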
# GLP1R cytotox = qHTS of GLP-1 Receptor Inverse Agonists: Cytotox Screen | HEK293 cAMP-luciferase reporter cells, luminescence, 24 h | Potency, µM (series often up to 38.3 µM), for inactives: top-dose activity change, negative = inhibition, most hits filed as inhibitors | 410,000 tested, 0.13% active;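 note: loss of luciferase light is scored as toxicity; % is set by controls: 0 for no effect and ±100 for the full control effect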
#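 Compound-treated cells are incubated 24 hr at 37 deg C under 5% CO2 after a 12 hour attachment period, then luciferase detection reagent is added and luminescence is measured following 12 min at room temperature; lowered signal indicates toxicity.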
# KB-3-1 cytotox = qHTS assay for MDR1-selective chemotherapeutics: Primary screen using the parental adenocarcinoma cell KB-3-1. Potency, µM (series often up to 46.1 µM), without a hit: at the top dose activity change, negative = cytotoxic, hits mostly cytotoxic. 400,000 tested, 1.4% active. KB-3-1 viability, CellTiter-Glo ATP luminescence, 72 h; note: % is set by controls: 0 for no effect and ±100 for the full control effect; nearly all actives have a fitted effect of over 60% in size
#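 Parental KB-3-1 viability, qHTS format: 72 h compound exposure, 37 °C; CellTiter-Glo; media-only wells and DMSO plates as controls; concentration-effect fits on corrected data.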
# HT1080NT lethal = qHTS for induction of synthetic lethality in tumor cells producing 2HG: qHTS for the HT-1080-NT fibrosarcoma cell line. 360,000 tested, 1.6% active. HT-1080-NT fibrosarcoma viability, CellTiter-Glo ATP luminescence, 48 h. Potency, µM (doses to about 46.1 µM), inactives show at the highest dose activity, negative = less viability, actives largely listed as cytotoxic;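 note: NT is the 2HG producing partner of a matched IDH1 knockdown line; 0% = DMSO-treated cells and -100% = media-only wells without cells; nearly all actives have a fitted effect of over 55% in size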
#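 HT-1080-NT fibrosarcoma cells (2HG-overproducing), 750 cells/well in RPMI with 5% FBS, dosed after 2 h and incubated 48 h at 37C. CellTiter-Glo luminescence normalized to DMSO and no-cell wells; concentration-response curves fitted and classed.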
# GLP-1R agonist = qHTS of GLP-1 Receptor Agonists. Glucagon-like peptide 1 receptor (Homo sapiens), P43220. AID 624172, 2012. 380,000 tested, 0.007% active. HEK293 GLP-1R CRE-luciferase, luminescence, 4-6 h; cells express a hypersensitive GLP-1R form. Potency, µM (doses to about 45.6 µM), inactives show top-dose activation, hits mostly activators; note: % of control where 0% means no effect
# Target sequence (P43220 whole entry, looked up): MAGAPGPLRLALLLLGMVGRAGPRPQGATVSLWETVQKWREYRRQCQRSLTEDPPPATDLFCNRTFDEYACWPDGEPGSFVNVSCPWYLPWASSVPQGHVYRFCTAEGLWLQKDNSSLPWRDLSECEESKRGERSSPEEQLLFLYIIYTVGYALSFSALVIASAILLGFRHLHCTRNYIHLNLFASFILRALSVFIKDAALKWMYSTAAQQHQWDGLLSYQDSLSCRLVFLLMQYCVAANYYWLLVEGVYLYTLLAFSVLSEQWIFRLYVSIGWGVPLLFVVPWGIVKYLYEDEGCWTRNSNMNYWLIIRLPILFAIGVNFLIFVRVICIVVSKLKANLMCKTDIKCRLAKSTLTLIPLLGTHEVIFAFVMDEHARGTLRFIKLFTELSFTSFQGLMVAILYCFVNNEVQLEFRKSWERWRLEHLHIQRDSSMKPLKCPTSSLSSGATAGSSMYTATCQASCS
# GLP1R inv ag = qHTS of GLP-1 Receptor Inverse Agonists (Inhibition Mode); HEK293 GLP-1R CRE-luciferase, luminescence, 24 h; GLP-1R form is constitutively active; Potency, µM (highest dose often 38.3 µM), without a hit: at the top dose activity change, negative = inhibition, usual class: inhibitors; 410,000 tested, 1.6% active; AID 624417, 2012; note: % is set by controls: 0 for no effect and ±100 for the full control effect; nearly all actives have a fitted effect of over 55% in size
#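 HEK293 cells stably co-expressing a cAMP-responsive luciferase reporter and constitutively active GLP-1R were seeded, incubated 12 h, then exposed to compounds for 24 h at 37 C. Luminescence was read 12 min after detection reagent; inverse agonists lower signal.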
# HT1080 IDH1KD tx = qHTS for induction of synthetic lethality in tumor cells producing 2HG: qHTS for the HT-1080-IDH1KD cell line. HT-1080 IDH1 knockdown viability, ATP luminescence, 48 h. Potency, µM (titrated, usually from 46.1 µM), for the others: at the highest dose activity, negative = toxicity, actives largely listed as cytotoxic. 360,000 tested, 2% active. AID 686971, 2013;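 note: 0% = DMSO wells and -100% = cell-free medium wells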
#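 % activity derives from luminescence (CellTiter-Glo), normalised to DMSO and no-cell wells. HT-1080-IDH1KD cells, 750/well, had 48 h compound exposure at 37 °C.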
# SW480 rereplic = A quantitative high throughput screen for small molecules that induce DNA re-replication in SW480 colon adenocarcinoma cells; SW480 DNA re-replication, Hoechst DNA content imaging, 48 h; Potency, µM (titrated, usually from 46.1 µM), without a hit: top-dose re-replication activation, usual class: activators; 340,000 tested, 1.8% active; note: % of control where 0% means no effect; nearly all actives have a fitted effect of over 55% in size
#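 Per well, 250 cells were exposed to pinned compound for 48 hr. Nuclear DNA was visualised with Hoechst (40 min, 37 C) and total object intensity recorded by fluorescence scanning.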
# Starred values were filed as active, the others as inactive; u = inconclusive; x = not tested or not shown; [ ] = remark or other dose. Calls come from the whole dose curve; as a rule, active = well fitted curve in the direction sought with a large enough effect; inconclusive = small, poorly fitted or top-dose-only effect, or another doubt; inactive = no such curve, though single readings can be large; an effect the other way counts as inactive or inconclusive. Potency is the fitted concentration of half-maximal effect.
SMILES,KB-V1 cytotox,TDP-43 yeast inh,GLP1R cytotox,KB-3-1 cytotox,HT1080NT lethal,GLP-1R agonist,GLP1R inv ag,HT1080 IDH1KD tx,SW480 rereplic
O=Cc1c(NCCc2cccc(F)c2)c2ccccc2[nH]c1=O,7%,11%,-2%,-6%,-4%,3%,-6%,-10%,-6%
O=C(CN1CCCCC1)N/N=C/c1ccccc1Br,-2%,-4%,2%,-7%,7%,7%,7%,8%,1%
CC(C)(C)CC(=O)Nc1nnc(SCC(=O)Nc2ccccc2F)s1,-10%,12%,-7%,-9%,4%,13%,u,1%,-2%
COc1ccc(N(CC(=O)NCc2ccc(F)cc2)C(=O)c2snc(C(N)=O)c2N)cc1,u,-3%,-23%,-6%,-25%,0%,-31%,-6%,-4%
O=C1Cc2cc(S(=O)(=O)NCc3ccccc3Cl)cc3c2N1CCC3,-4%,13%,-15%,-4%,-3%,1%,26%,-6%,6%
O=C(NC(Cc1ccccc1)C(=O)O)/C(=C\c1ccco1)NC(=O)c1ccccc1 (centres undefined),13%,-5%,-5%,15%,14%,-2%,6%,13%,-4%
OC1(C#CCCN2CCCCC2)c2ccccc2-c2ccccc21,-20%,-17%,-9%[7.66 µM],-2%,0%,-3%,-23%[7.66 µM],-8%,-1%
COC(=O)Nc1nnc(/C=C/c2ccccc2)s1,u,8%,-6%,8%,0%,-5%,1%,-4%,1%
CN(C1CCS(=O)(=O)C1)S(=O)(=O)c1ccc(N2CCCC2=O)cc1 (centres undefined),4%,-7%,4%,9%,0%,-4%,0%,10%,-21%
COc1cc(OC)cc(C2=Cc3ccc(OC)cc3C(CC(C)=O)N2c2ccc(-c3cccs3)cc2)c1 (centres undefined),0%,20%,1%,7.3µM*,-2%,0%,-11%,-12%,x
CC(=O)NCCOc1nc(N2CCCCC2)nc(N2CCCCC2)n1,-27%,-2%,1%,-2%,-1%,9%,-25%,0%,-4%
O=C(C1CCC1)N1CCc2cc(S(=O)(=O)NCc3ccco3)ccc21,-2%,5%,-13%,4%,3%,7%,16%,-2%,-1%
CCCCn1c(CNC(=O)CC)nc2ccccc21,-5%,0%,4%,-1%,2%,-1%,7%,1%,-5%
CN(C)c1ccc(C(C(=O)NCc2ccccc2)N(Cc2ccco2)C(=O)c2snc(C(N)=O)c2N)cc1 (centres undefined),u,-16%,-13%,u,-27%,4%,u,u,-6%
Cc1ccc(NC(=O)c2cc(S(=O)(=O)N3CCc4ccccc43)cn2C)cc1C,0%,-4%,0%,u,u,-3%,u,-12%,11%

# Compounds shown so far that contain a halogen (five):
SMILES,KB-V1 cytotox,TDP-43 yeast inh,GLP1R cytotox,KB-3-1 cytotox,HT1080NT lethal,GLP-1R agonist,GLP1R inv ag,HT1080 IDH1KD tx,SW480 rereplic
O=Cc1c(NCCc2cccc(F)c2)c2ccccc2[nH]c1=O,7%,11%,-2%,-6%,-4%,3%,-6%,-10%,-6%
O=C(CN1CCCCC1)N/N=C/c1ccccc1Br,-2%,-4%,2%,-7%,7%,7%,7%,8%,1%
CC(C)(C)CC(=O)Nc1nnc(SCC(=O)Nc2ccccc2F)s1,-10%,12%,-7%,-9%,4%,13%,u,1%,-2%
COc1ccc(N(CC(=O)NCc2ccc(F)cc2)C(=O)c2snc(C(N)=O)c2N)cc1,u,-3%,-23%,-6%,-25%,0%,-31%,-6%,-4%
O=C1Cc2cc(S(=O)(=O)NCc3ccccc3Cl)cc3c2N1CCC3,-4%,13%,-15%,-4%,-3%,1%,26%,-6%,6%

# Molecules above containing an aryl methoxy group, in the order listed:
SMILES,KB-V1 cytotox,TDP-43 yeast inh,GLP1R cytotox,KB-3-1 cytotox,HT1080NT lethal,GLP-1R agonist,GLP1R inv ag,HT1080 IDH1KD tx,SW480 rereplic
COc1ccc(N(CC(=O)NCc2ccc(F)cc2)C(=O)c2snc(C(N)=O)c2N)cc1,u,-3%,-23%,-6%,-25%,0%,-31%,-6%,-4%
COc1cc(OC)cc(C2=Cc3ccc(OC)cc3C(CC(C)=O)N2c2ccc(-c3cccs3)cc2)c1 (centres undefined),0%,20%,1%,7.3µM*,-2%,0%,-11%,-12%,x

# Following part.
SMILES,KB-V1 cytotox,TDP-43 yeast inh,GLP1R cytotox,KB-3-1 cytotox,HT1080NT lethal,GLP-1R agonist,GLP1R inv ag,HT1080 IDH1KD tx,SW480 rereplic
c1ccc(-c2nn3c(-c4ccccc4)nnc3o2)cc1,-13%,14%,-22%,-26%,0%,2%,-26%,2%,x
O=C(O)c1ccc2c(c1)-c1nc3ccccc3n1C2=O,u,2%,-3%,1%,17%,-9%,2%,21%,-12%
CCC(C)NC(=O)N[C@@H](CCSC)C(=O)O (some centres undefined),-8%,-17%,5%,-4%,0%,-14%,-14%,1%,-8%
O=C(NC1CC(=O)N(c2ccc(Cl)cc2)C1)C1CC1 (centres undefined),-5%,-11%,2%,25%,8%,3%,2%,-1%,u
CCCn1c(CCc2ccccc2)n[nH]c1=S,-14%,-2%,0%[7.66 µM],9%,3%,1%,14%[7.66 µM],-2%,0%
COCCNC(=S)NNc1cccc(C(=O)O)c1,0%,2%,-6%,-5%,4%,7%,28%,-1%,-11%
O=c1[nH]c(CSc2ccccn2)nc2c1oc1ccccc12,-6%,24%,-2%,-1%,18%,-1%,u,22%,1%
CC1(C)CC(N=c2cc(-c3ccccc3)oc3ccc(Cl)cc23)CC(C)(C)N1,u,2%,-25%,21µM*,7.3µM*,-3%,3.5µM*,16µM*,u
CCOc1ccccc1C(=O)OC(C)C(=O)Nc1ccc(S(=O)(=O)N2CCCC2)cc1 (centres undefined),-8%,3%,-15%,3%,1%,-2%,-23%,0%,0%
O=C(c1cccs1)N1CCN(Cc2ccccc2[N+](=O)[O-])CC1,-7%,-10%,1%,17%,12%,9%,17%,10%,-1%
Cc1ccccc1NC(=O)c1sc(NC(=O)C2CC2)nc1C,-13%,16%,4%,11%,-12%,2%,53%[activator],-7%,-2%
COc1ccc(C(=O)/C=C/Nc2c(C)n(C)n(-c3ccccc3)c2=O)cc1OC,u,3%,5%,u,u,-1%,7%,u,0%
CC(C)Cc1nc(SCc2cccnc2)c2c(=O)n(C)c(=O)n(C)c2n1,u,-21%,-3%,-5%,-21%,16%,u,-28%,-6%
CCONC(=O)Nc1ccccc1[N+](=O)[O-],13%,4%,-1%,19%,13%,8%,12%,12%,2%
CC(NCC(=O)NCCc1ccc(S(N)(=O)=O)cc1)c1ccc(F)cc1 (centres undefined),1%,-11%,9%,-1%,-2%,12%,-2%,-2%,26µM*
CCOC1=C2CN(S(=O)(=O)c3ccc(C)cc3)[C@H](c3cccs3)C[C@H]2[C@H]2C(=O)N(c3ccccc3)C(=O)[C@H]2C1,14%,13%,-3%,0%,15%,-2%,19%,10%,x
CC1(C(=O)NC2CCCCC2)CCC(=O)N1Cc1ccc2c(c1)OCO2 (centres undefined),-27%,-14%,6%,7%,20%,11%,-27%,2%,-78%[inhibitor]
CC(C)C[C@H](NC(=O)c1nc[nH]c1C(=O)N1CCN(c2ccccc2)CC1)C(=O)OCc1ccccc1,12%,24%,15%,6%,1%,6%,-13%,5%,1%[9.22 µM]
CCCCOCCCNC(=O)c1ccc(OCC)cc1,-3%,26%,-4%,3%,0%,-12%,9%,4%,-7%
COc1ccc(COC(=O)c2ccc(S(=O)(=O)N3CCCCC3)cc2)cc1OC,-22%,22%,-6%,2%,6%,13%,7%,-1%,-6%
NC(=O)C1CCCN(S(=O)(=O)c2ccccc2)C1 (centres undefined),6%,-10%,0%,-5%,15%,-5%,4%,4%,-7%
CCOC(=O)C(O)(CC(=O)Nc1cc(F)ccc1C)C(F)(F)F (centres undefined),3%,-13%,2%,1%,16%,-6%,7%,7%,3%
Cc1ccc(C)c(N(C(=O)Cn2nnc(-c3cccs3)n2)C(C(=O)NC2CCCC2)c2ccncc2)c1 (centres undefined),1%,5%,7%,-3%,4%,-10%,-6%,18%,-28%
CCn1c2ccccc2c2cc(NC(=O)COc3cc(C)c(Cl)c(C)c3)ccc21,u,-7%,1%,5%,x,x,10%,x,x
COc1ccc(C(=O)NC(C)c2nnc(SCC(=O)NC3=NCCS3)n2C)cc1 (centres undefined),-10%,-24%,-7%,-4%,12%,7%,-19%,19%,-7%
COc1cc(C2c3sc(=O)[nH]c3SC3C(=O)N(c4ccc(Br)cc4)C(=O)C32)ccc1O (centres undefined),u,-16%,-10%,12%,-7%,-1%,15%,-3%,-6%
CCn1c(=O)c(C(=O)NCc2ccc3c(c2)OCO3)c(O)c2ccccc21,u,-13%,20%,4%,-30%,-2%,36%[activator],-26%,-3%
COc1ccc(NC(=O)C(C)N2CCN(C)CC2)cc1 (centres undefined),23%,-12%,-2%,16%,19%,1%,1%,9%,-1%
CCC(C(=O)NC1CCCC1)n1c(-c2ccccn2)nc2ccccc21 (centres undefined),u,24%,-8%,2%,19%,x,-22%,10%,x

# Screening results: PubChem BioAssay, National Center for Advancing Translational Sciences (NCATS)
